Source: PubChem
PAFAH2 inh: PAFAH2 enzyme inhibitors, primary screen, biochemical, fluorescence polarization, human; inhibition, % at 3.39 µM; recombinant PAFAH2, FP-rhodamine activity probe; Platelet-activating factor acetylhydrolase 2, cytoplasmic (Homo sapiens), Q99487; 0.99% of 340,000 active;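 active = inhibition above the mean over all tested compounds plus 3 SD, cut at about 30% in these data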;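 note: inhibitors block probe labeling of enzyme so polarization drops; 0% = enzyme with DMSO and 100% = wells lacking PAFAH2 protein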
Starred values were filed as active, the others as inactive. Some of the compounds tested. The share of hits here may be higher or lower than overall.

SMILES	PAFAH2 inh
S=C(Nc1ccc(Br)cc1)N1CCn2cccc2C1c1cccnc1 (stereo unspecified)	-1
Cc1cc(C)c(NC(=O)CCCCCNC2CCCCC2)c(C)c1	-6
COc1cccc(CN2CCC(Oc3ccc(C(=O)NCc4ccccn4)cc3)CC2)c1O	-2
Cc1ccccc1N1CCN(C2CCCN(C(=O)c3ocnc3C)C2)CC1 (stereo unspecified)	0
Cn1c(=O)c2[nH]c(COc3ccccc3)nc2n(C)c1=O	-1
C#CCOCCOCCOCCNc1nc(N2CCN(C(=O)[C@H]([C@@H](C)CC)n3cc(CCC(=O)O)nn3)CC2)nc(N2CCN(C(=O)[C@H](CCCCN)n3cc(CCC(=O)O)nn3)CC2)n1	0
CCOc1ccccc1C=NNc1ccc([N+](=O)[O-])cn1	1
Cc1cc2cc3c(cc2nc1SCC(=O)OC(C)C)OCO3	-11
C=C1CC[C@@H]2[C@](C)(CO)[C@H](O)CC[C@@]2(C)[C@@H]1C/C=C1/C(=O)OCC1O (stereo partly specified)	-2
O=C(CSc1ccccc1)Nc1ccc(C(=O)Nc2ccc(O)cc2)cc1	-4
Cc1ccc2c(c1)P(=O)(O)c1cc(C)ccc1O2	-4
Cc1ccc(OCc2ccc(C(=O)O)o2)cc1C	0
COc1ccc(C=CC(C)=NNC(=O)c2ccncc2)cc1	-5
O=C(Cc1ccc(NC(=O)C2CCN(C(=O)C3CCCCC3)CC2)cc1)Nc1ccc(C(=O)N2CCOCC2)cc1	-6
CCc1ccccc1NC(=O)c1cnccn1	5
CCOCCCN(C(=O)c1ccco1)C(C(=O)NC1CCCC1)c1cccc(OC)c1OC (stereo unspecified)	-6
C/C(=N\NC(=O)COc1cccc(C)c1)c1ccc2ccccc2c1O	2
COc1ccc(C(=O)O)cc1NC(=S)NC(=O)c1ccc(-c2ccc(Cl)cc2)o1	-25
COc1ccccc1NC(=O)c1ccccc1N(Cc1ccccc1)S(C)(=O)=O	-7
CCc1ccccc1OCC(=O)Nc1cccc(S(=O)(=O)N2CCCC2)c1	-4
O=[N+]([O-])c1nc2ccccc2[nH]1	4
O=S1(=O)CSCS(=O)(=O)C1	-2
COc1ccc(C)cc1NC(=O)C(c1ccccc1)N1CCN(CC(=O)N2CCCC2)CC1 (stereo unspecified)	0
CN(Cc1ccc(Cl)c(Cl)c1)C(=O)c1ccccc1SCC(=O)N1CCCC1	3
Nc1ccc(Cc2ccc(N)c(O)c2)cc1O	0

Sorted by molecular weight (smallest number first): three of the compounds above
SMILES	PAFAH2 inh
CCc1ccccc1NC(=O)c1cnccn1	5
Cc1ccc2c(c1)P(=O)(O)c1cc(C)ccc1O2	-4
Cc1cc(C)c(NC(=O)CCCCCNC2CCCCC2)c(C)c1	-6

An excerpt of these results, with bars between the fields.
compound | PAFAH2 inh
CN(Cc1ccc(Cl)c(Cl)c1)C(=O)c1ccccc1SCC(=O)N1CCCC1 | 3
O=C(CSc1ccccc1)Nc1ccc(C(=O)Nc2ccc(O)cc2)cc1 | -4

Six entries from above, in markdown:
| Molecule | PAFAH2 inh |
| --- | --- |
| COc1ccc(C=CC(C)=NNC(=O)c2ccncc2)cc1 | -5 |
| O=C(Cc1ccc(NC(=O)C2CCN(C(=O)C3CCCCC3)CC2)cc1)Nc1ccc(C(=O)N2CCOCC2)cc1 | -6 |
| COc1ccc(C)cc1NC(=O)C(c1ccccc1)N1CCN(CC(=O)N2CCCC2)CC1 (stereo unspecified) | 0 |
| O=S1(=O)CSCS(=O)(=O)C1 | -2 |
| Cc1cc2cc3c(cc2nc1SCC(=O)OC(C)C)OCO3 | -11 |
| S=C(Nc1ccc(Br)cc1)N1CCn2cccc2C1c1cccnc1 (stereo unspecified) | -1 |

Following part.
SMILES	PAFAH2 inh
Cc1ccc2cc(CN(CCN3CCOCC3)C(=O)NCc3ccccc3)c(=O)[nH]c2c1C	-3
C=CCOc1ccccc1CN1CCC(n2nccc2NC(=O)C2CC2)CC1	-5
COc1cc(OC)cc(C(=O)NCC(=O)OCC(=O)NC2CCCc3ccccc32)c1 (stereo unspecified)	-1
C[C@@H]1CN(S(=O)C(C)(C)C)[C@H](CCO)/C1=C\CCO (stereo partly specified)	1
Cc1cc(C)c(C(=O)NC2CC(C)(C)Cc3c2cnn3-c2cccc(F)c2)[nH]1 (stereo unspecified)	-4
O=C(COC(=O)/C=C/c1ccc(F)cc1)NC1CCS(=O)(=O)C1 (stereo unspecified)	-4
CC(C)C[C@@H](CN)NC(=O)c1nc[nH]c1C(=O)N[C@@H](CC(C)C)C(=O)CNC[C@H](C)NC(=O)c1nc[nH]c1C(=O)N[C@@H](CC(=O)O)C(=O)O	1
Cc1ccc(NC(=O)c2oc3ccc(Br)cc3c2C)cc1S(=O)(=O)N1CCOCC1	5
O=C(NCCCc1ccccc1)c1cccc(NC(=O)C2CCC2)c1	1
COc1cc(NC(=O)OCc2ccccc2)c2ncccc2c1	-1
Cc1ccc(NC(=O)Nc2ccc(Cl)cn2)cc1	3
O=C(Cn1cnc2ccc(Cl)cc2c1=O)NC1CCS(=O)(=O)C1 (stereo unspecified)	-10
COc1cc(NCCCn2cnc(C(=O)Nc3ccc(C)c(C)c3)n2)cc(OC)c1OC	2
COc1cccc(CN2CC(C(=O)NCCc3ccc(C)o3)CCC2=O)c1 (stereo unspecified)	-2
N#C/C(=C\c1ccc(-c2ccc(C(=O)O)cc2)o1)c1nc2ccccc2[nH]1	-9
COc1cc(OC)cc(C(=O)NCC(=O)N2CC=C(c3ccccc3)CC2)c1	-1
CC12CCC(C(S(=O)(=O)Nc3ccccc3)C1=O)C2(C)C (stereo unspecified)	1
CCOc1cc(N2CCOCC2)c(OCC)cc1NC(=O)C(NC(=O)c1c(F)cccc1F)C(C)C (stereo unspecified)	-3
COc1ccc(C(=O)Nc2ccccc2)cc1NC(=O)c1cccs1	-17
O=C(NC(=S)N1CCCCC1CO)c1cc(Br)ccc1Cl (stereo unspecified)	-3
CCn1ncc(Br)c1C(=O)Nc1cc(C)on1	-1
O=S(=O)(O)c1ccc(NN=Cc2ccccc2O)cc1	0
O=C1CCN(Cc2ccccc2)C(=O)N1	7
CCc1c(C)[nH]c2ccc(OC)cc2c1=S	-2
O=S(=O)(c1cccc2ccccc12)N1CCC2CC1c1cc(Cl)ccc12 (stereo unspecified)	-4
SMILES	PAFAH2 inh
CC(=O)c1ccc(OCc2cc(C(=O)N(C)Cc3ccon3)no2)cc1	3
COc1ccc(-n2c(C)c(C(C)=O)c3cc(OC(C)=O)ccc32)cc1	0
CC1=CC2(C)C(C3C(C)=CC2(C)C(=O)C3(C)O)C(C)(O)C1=O (stereo unspecified)	-6
Cc1cc(C)c2c(c1)c1nnc(SCCN3CCOCC3)nc1n2C	9
Cc1cc(OCc2cn(CC(=O)c3ccc(O)cc3)nn2)ccc1[N+](=O)[O-]	2
COc1cc2cc(C(=O)N/N=C/c3cccc(OC)c3OC)[nH]c2cc1OC	0
O=C1c2cccc3c([N+](=O)[O-])ccc(c23)C(=O)N1Cc1cccnc1	6
CCCCn1c(N)c(N(CCC(C)C)C(=O)COC(=O)c2ccc3ccccc3c2)c(=O)[nH]c1=O	7
CCN(CC(=O)Nc1ccc(NC(C)=O)cc1)C(=O)/C=C/c1c(C)nn(-c2ccc(F)cc2)c1Cl	-6
CCOC(=O)c1ccc(S(=O)(=O)N2CCN(C3CC(=O)N(c4ccc(OC)cc4)C3=O)CC2)cc1 (stereo unspecified)	-10
CC(=O)OCC(=O)C1(O)CCC2C3CCC4=CC(=O)CCC4(C)C3(F)C(O)CC21C (stereo unspecified)	3
CC(C)(C)C(=O)Cn1ncc(Cl)c(Cl)c1=O	-3
CN(C)Cc1cc(C(F)(F)F)ccc1C(O)(c1ccccc1)c1ccccc1	-3
COc1ccc(C2OCC(C)(C)CO2)cc1OC	-1
O=C(c1ccccc1)N(c1ccccc1)c1nccc2ccccc12	6
COc1ccc(N2CCN(CC(O)COC(c3ccc(F)cc3)c3ccc(F)cc3)CC2)cc1 (stereo unspecified)	7
COc1ccc(C(=O)COC(=O)c2ccc3c(c2)OCCO3)c(OC)c1	3
COC(=O)c1[nH]c2ccccc2c1Sc1ccccc1	2
CCC(C)[C@H](NS(=O)(=O)c1ccc(F)cc1Br)C(=O)OC (stereo partly specified)	-1
CCNC(=O)c1cccc(NC(=O)CN2C(=O)NC3(CCCCC3)C2=O)c1	5
Cn1ccc(C(=O)OCC(=O)Nc2ccccc2Cl)n1	39*
COc1ccc(S(=O)(=O)N2CCOC23CCN(S(=O)(=O)c2cccs2)CC3)cc1	6
O=C(Nc1nnc(SCc2ccc(F)cc2)s1)c1ccc2ncsc2c1	8
CCC(C)NS(=O)(=O)c1ccc(NC(=O)CNCc2cccs2)cc1 (stereo unspecified)	3
CC(=O)NC1C(=O)N(CCN2CCOCC2)c2ccc(Cl)cc21 (stereo unspecified)	5

Ordered by value in PAFAH2 inh (highest first): 3 from the list above.
SMILES	PAFAH2 inh
CC(=O)NC1C(=O)N(CCN2CCOCC2)c2ccc(Cl)cc21 (stereo unspecified)	5
CC(=O)c1ccc(OCc2cc(C(=O)N(C)Cc3ccon3)no2)cc1	3
CCN(CC(=O)Nc1ccc(NC(C)=O)cc1)C(=O)/C=C/c1c(C)nn(-c2ccc(F)cc2)c1Cl	-6

New compounds follow
SMILES	PAFAH2 inh
O=C(NCC1COCCO1)c1ccc(OC2CCN(CCc3ccccc3)CC2)cc1 (stereo unspecified)	13
COc1cc(-c2n[nH]c(=S)n2Cc2ccccc2)cc(OC)c1OC	7
COc1ccc(S(=O)(=O)N2CCOCC2)cc1NC(=O)C1CCCCN1S(=O)(=O)c1ccccc1 (stereo unspecified)	7
Cc1ccc(NC2(C#N)CCCC2)cc1	8
Cc1c(N=C2C=C(Br)C(=O)C(Br)=C2)c(=O)n(-c2ccccc2)n1C	16
Cc1c(C)[n+](=O)c(C)c(C)n1[O-]	5
CCc1ccc(NC(=O)CSc2n[nH]c(=O)n2C2CC2)cc1	-4
COc1ccccc1NS(=O)(=O)c1cccc(C(=O)N/N=C(/C)c2ccc(-n3ccnc3)cc2)c1	4
O=CN/C=C/c1cccc(O)c1	4
O=C1CC(c2ccccc2)C(c2ccccc2)=NN1 (stereo unspecified)	2
CCOc1ccc(C(=O)NC(=S)Nc2ccc(N3CCC(C)CC3)cc2)cc1[N+](=O)[O-]	3
O=C1NC(c2ccccc2)N=C2Oc3ccccc3C=C12 (stereo unspecified)	-1
Cc1cccc(CN2CCN(CC(=O)O)C2=O)c1	-8
Cn1c(=O)oc2cc(S(=O)(=O)N3CCC(C(=O)N4CC=C(c5ccccc5)CC4)CC3)ccc21	-6
COc1ccc(C)cc1N(CC(=O)Nc1ccc(S(=O)(=O)N2CCCC2)cc1)S(C)(=O)=O	3
N#CCc1ccnc2ccccc12	-1
CC(NC(=S)NC1CCC(C(C)(C)C)CC1)c1ccccc1 (stereo unspecified)	6
Cc1nc(-c2cccc(NC(=O)c3ccco3)c2)cs1	6
O=C(NNC(=O)c1ccccc1OCc1ccc(F)cc1)c1ccccc1O	-4
C=CC1(C)CN(Cc2ccco2)S(=O)(=O)c2c(F)cccc2O1 (stereo unspecified)	-7
COc1cc(/C=C/C(=O)OCC(=O)N(CC(C)C)c2c(N)n(Cc3ccccc3)c(=O)[nH]c2=O)ccc1O	8
O=c1c2ccccc2sc2nc(CCl)nn12	5
CCOc1ccc(NC(=S)N2CCN(S(=O)(=O)c3ccc(OC)cc3)CC2)cc1	4
COc1ccccc1N(C)S(=O)(=O)c1ccc(C(=O)N2CCC2)cc1	13
O=C1OC(c2cc(Br)c(O)c(Br)c2)c2ccccc21 (stereo unspecified)	6
SMILES	PAFAH2 inh
CC(=O)c1cc2c(cc1F)C(C)(C)CCC2(C)C	-13
CN1OC[C@@H]2CN(Cc3cc(Cl)cc(Cl)c3)[C@H](c3cccc(Oc4ccccc4)c3)C[C@@H]21	-2
COCCCNC(=O)c1c(N)n(/N=C/c2ccccn2)c2nc3ccccc3nc12	9
Cc1oc(-c2ccc(F)cc2)nc1CN1CCCC(C(=O)N2CCOCC2)C1 (stereo unspecified)	-5
COC(=O)C1=C(C)NC(C)=C(C(=O)OC)C1C(=O)OCc1nnc(-c2ccccc2Cl)o1	5
Cc1ccc(NC(=O)COC(=O)c2oc3ccccc3c2C)cc1S(=O)(=O)N1CCOCC1	23
C#CCOCCOCCOCCNc1nc(N2CCN(C(=O)[C@H]([C@@H](C)CC)n3cc(CCC(=O)O)nn3)CC2)nc(N2CCN(C(=O)[C@H](CCCCN)n3cc(CCCC)nn3)CC2)n1	-4
COc1ccc(C(=O)Nc2nnc(-c3ccccc3)s2)cc1	-5
O=C(Nc1cccc(O)c1)c1ccc(S(=O)(=O)N2CCCCCC2)cc1	1
O=C(NN=Cc1cccc2ccccc12)C(=O)NN=Cc1cccc2ccccc12	-2
C/C(=N\NC(=O)C1CCCC1)c1ccc(Cl)cc1	-2
CN(C)c1nc(N2CCOCC2)nc(N(c2ccccc2)c2ccccc2)n1	-3
O=C(c1cc(C2CC2)nn1-c1ccccc1)N1CCN(c2ccccn2)CC1	4
O=C(CN1C(=O)S/C(=C\c2ccccn2)C1=O)Nc1ccc(F)cc1	-10
O=C(Nc1cccc2ccccc12)C1CCCC1	0
O=[N+]([O-])c1cccc(C(=NCc2ccccc2)NO)c1	2
OC1CC2CCC(C1)N2CCCN1c2ccccc2Sc2ccc(Cl)cc21 (stereo unspecified)	-1
Cc1cc(Nc2ccc(C(=O)N3CCCCC3)cc2)c2cccc(C)c2n1	-6
CCCOc1ccc(C(=O)CCC(=O)OCC(=O)N(CC)c2c(N)n(Cc3ccccc3)c(=O)[nH]c2=O)cc1	9
CCN1CCN(c2ccc(NC(=O)c3ccc4c(c3)OCCO4)cc2C)CC1	-2
CCCCSc1nc2sc3c(c2c(=O)n1-c1ccc(OC)cc1)CCN(C)C3	7
COc1cc(OC)c(C(=O)OCCCOC(=O)c2cc(OC)c(OC)cc2OC)cc1OC	1
CS(=O)(=O)c1ncc(Cl)c(C(=O)Nc2ccc3ccccc3c2)n1	-9
COc1ccc(NC(=O)CCC(=O)c2ccc(F)cc2)cc1	2
CCOC(=O)c1[nH]c(=S)n(Cc2ccccc2)c1C(=O)OCC	4
Nc1ncnc2c1CN(Cc1ccccc1)CC2	-4
Cc1cc(C)cc(NC(=O)Nn2cnnc2)c1	6
CC12CC(O)C3C(CCC4=CC(=O)CCC43C)C1CCC2=CCO (stereo unspecified)	2
